# Screening results deposited in PubChem by several laboratories.
# KCNQ1 act: human KCNQ1 channel potentiation or activation; P51787; CHO-K1 KCNQ1, thallium flux FluxOR fluorescence; hits give high values; B-score at 10 µM; 310,000 tested, 0.35% active;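 active = fluorescence ratio B-score, a plate-corrected score, at least three library SD, with initial intensity B-score within 5 SD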
#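 Schedule – 37 °C overnight plating, 90-min dark dye load, 20-min compound pretreatment · System – stable KCNQ1 CHO-K1 line · Probe or stimulus – thallium- and potassium-containing depolarizing buffer · Measured by – kinetic FluxOR fluorescence, 10 s baseline plus 110 s post-stimulus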
# hERG protect: compounds protecting human hERG from proarrhythmic drug block | CHO-hERG, FluxOR thallium flux, dofetilide IC70 present | Q12809 | 310,000 tested, 0.51% active | activation (rescue from dofetilide block), less the hit threshold, % at 10 µM;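 active = activation above the mean of controls blocked by dofetilide plus 5 SD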;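 note: thallium influx through hERG after potassium depolarization seen as dye fluorescence rise; in these data hits start at about 4.7%; inactives centre near -7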
# RGS4 pot: RGS4 potentiation or activation; HEK293 M3R/inducible RGS4, carbachol calcium flux Fluo4; hits give low values; B-score at 10 µM; 310,000 tested, 0.92% active; AID 463111;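 active = B-score of the integrated calcium signal more than 4 SD below the library mean, with starting fluorescence not abnormally high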;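 note: negative B-score means reduced calcium response which marks RGS4 activation or potentiation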
#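 test system = M3R-expressing HEK293 line, RGS4 induced by doxycycline | probe or stimulus = carbachol at ECmax as muscarinic agonist stimulus | timing = dye loading 30 min 37 °C, buffer rest 30 min RT | signal = calcium dye Fluo4 fluorescence | evaluation = B score from integrated fluorescence ratio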
# HDAC3 inh: blocks human histone deacetylase 3; recombinant HDAC3, fluorogenic peptide/trypsin coupled, fluorescence; 320,000 tested, 0.15% active; O15379; inhibition, % at 8.3 µM; in the data active = inhibition above about 26%, passing the limit was not always enough
# TMEM16A inh: mouse TMEM16A channel inhibition, primary screen; Q8BHY3; HEK293 TMEM16A/YFP iodide influx fluorescence, ionomycin; normalized B-score (activity score, 25-100; higher = stronger inhibition) at 10 µM; 310,000 tested, 1.2% active;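 active = ratio plate-corrected score three or more library SD toward inhibition, starting fluorescence score within five deviations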;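 note: score derived from kinetic fluorescence span divided by baseline fluorescence per well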
# Target sequence (Q8BHY3 whole entry, looked up): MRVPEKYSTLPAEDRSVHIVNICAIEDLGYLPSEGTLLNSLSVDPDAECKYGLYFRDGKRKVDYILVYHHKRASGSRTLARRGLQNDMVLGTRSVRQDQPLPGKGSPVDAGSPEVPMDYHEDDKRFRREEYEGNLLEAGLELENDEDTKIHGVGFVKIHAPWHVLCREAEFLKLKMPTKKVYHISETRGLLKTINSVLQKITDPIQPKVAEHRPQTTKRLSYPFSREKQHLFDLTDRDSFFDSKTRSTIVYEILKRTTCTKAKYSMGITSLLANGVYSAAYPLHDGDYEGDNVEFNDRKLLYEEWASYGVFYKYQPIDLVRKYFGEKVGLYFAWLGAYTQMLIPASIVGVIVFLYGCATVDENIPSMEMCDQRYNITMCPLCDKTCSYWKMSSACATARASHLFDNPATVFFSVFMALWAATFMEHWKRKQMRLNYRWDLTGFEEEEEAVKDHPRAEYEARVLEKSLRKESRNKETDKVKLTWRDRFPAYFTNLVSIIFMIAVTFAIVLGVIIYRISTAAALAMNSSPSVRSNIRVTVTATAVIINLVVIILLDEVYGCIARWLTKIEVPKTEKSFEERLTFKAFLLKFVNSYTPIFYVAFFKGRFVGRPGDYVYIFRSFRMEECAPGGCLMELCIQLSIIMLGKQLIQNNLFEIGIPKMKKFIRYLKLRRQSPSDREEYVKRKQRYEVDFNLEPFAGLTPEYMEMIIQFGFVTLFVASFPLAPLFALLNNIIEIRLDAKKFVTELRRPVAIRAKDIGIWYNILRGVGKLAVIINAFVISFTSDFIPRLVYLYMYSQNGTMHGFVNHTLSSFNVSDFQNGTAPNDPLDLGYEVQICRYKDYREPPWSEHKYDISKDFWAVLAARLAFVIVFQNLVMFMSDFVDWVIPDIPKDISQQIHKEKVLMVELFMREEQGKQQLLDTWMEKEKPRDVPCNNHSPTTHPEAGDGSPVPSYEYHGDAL
# KCNK3 block: human KCNK3 channel inhibition, primary screen | CHO-KCNK3 thallium flux, FluxOR fluorescence; hits give low values | 340,000 tested, 0.84% active | B-score at 10 µM | AID 602410 | O14649;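 active = B-score under library mean minus 4 SD, starting fluorescence ratio at most library mean plus 5 SD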;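 note: more negative B-score means stronger inhibition of thallium flux through KCNK3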
# KCNK9 inh: inhibitors of human KCNK9 two-pore domain potassium channel; HEK293 KCNK9, FluxOR thallium flux fluorescence; hits give low values; 310,000 tested, 1.2% active; AID 488922; B-score at 10 µM;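 active = ratio B-score over 3 SD below the library mean, with starting fluorescence within 5 SD of its mean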;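 note: negative B-score means less thallium flux so channel inhibition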
# SKKanGAS inh: inhibitors of SKKanGAS S. pyogenes growth in kanamycin (SK-promoter or general growth effect); BacTiter-Glo, 6 h; inhibition, % at 7.5 µM; 300,000 tested, 1.3% active; AID 1662;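 active = mean replicate score, as percent of positive control median, at least 50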;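 note: strain carries kanamycin resistance gene driven by streptokinase promoter and grows in 40 µg/ml kanamycin; loss of luminescence reflects streptokinase promoter inhibition or plain growth inhibition; 0% = median of DMSO wells and 100% = positive control at its reference dose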
# ANO1 activ: activators or potentiators of mouse TMEM16A chloride channel; Q8BHY3; HEK293 TMEM16A/YFP-H148Q/I152L, iodide quench fluorescence; hits give low values; B-score at 10 µM; 340,000 tested, 0.3% active; AID 623877;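 active = fluorescence-ratio B-score plate-corrected deviation score at least 3 library SD below zero, with starting fluorescence score within 5 deviations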;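 note: channel opened by trigger with iodide after compound preincubation; score built on the fluorescence ratio of max minus min over baseline; more negative score means more quench and so TMEM16A activation or potentiation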
# RGS4 block: inhibitors of human RGS4; P49798; HEK293 M3R/RGS4 inducible, Fluo-4 calcium flux; hits give high values; triggered by carbachol at its EC20; B-score at 10 µM; 310,000 tested, 0.45% active;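 active = B-score, a plate-corrected calcium signal, over three deviations above library mean, with baseline fluorescence within five deviations of library mean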;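 note: RGS4 expression induced by doxycycline in cells with stable M3 receptor; B-score is computed from the integrated fluorescence ratio over baseline after carbachol; higher B-score means a larger calcium signal and so more RGS4 inhibition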
# KCNQ1 block: inhibitors of human KCNQ1 potassium channel. CHO-K1 KCNQ1, FluxOR thallium flux fluorescence; hits give high values. B-score at 10 µM. 310,000 tested, 1.3% active;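 active = compounds whose thallium flux B-score, printed positive for inhibition, exceeds three library SD while starting fluorescence stays within three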;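 note: channel opened by potassium depolarization with thallium stimulus after 20 min compound exposure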
# * marks the source's active call; other numbers are inactive results; i = inactive; x = no result given. Hits appear at their usual frequency (roughly 6.3% active in at least one column).
SMILES,KCNQ1 act,hERG protect,RGS4 pot,HDAC3 inh,TMEM16A inh,KCNK3 block,KCNK9 inh,SKKanGAS inh,ANO1 activ,RGS4 block,KCNQ1 block
CC(C)(C)c1ccc(OCC(O)CNC(=O)c2ccccc2C(=O)O)cc1 (stereo not drawn),i,-6,i,-2,i,i,i,-3,i,i,i
CN(C)CCCNC(=O)Cc1ccc(Br)cc1,i,-4,i,1,i,i,i,-7,i,i,i
COc1ccc(S(=O)(=O)Nc2c(C)cccc2C)cc1-n1cnnn1,i,-2,i,0,i,i,i,1,i,i,i
O=C(Nc1ccc(Cl)c([N+](=O)[O-])c1)C(Sc1ccccc1)c1ccccc1 (stereo not drawn),i,-17,-8.6*,4,100*,i,i,23,i,i,11*
CCOc1ccc(CCNC(=O)COC(=O)c2c(OC)cccc2OC)cc1OCC,i,-17,i,-1,i,i,i,9,i,i,i
NC(=O)C1c2ccccc2Oc2ccccc21,i,-7,i,-5,i,i,i,-12,i,i,i
O=C(CN1CCN(c2ccccc2)CC1)Nc1nnc(-c2ccccc2)s1,i,-4,i,-1,i,i,i,4,i,i,i
CC(C)CCn1c(Sc2nc3ccccc3o2)nc2c1c(=O)[nH]c(=O)n2C,i,-8,i,4,i,i,i,4,i,i,i
O=C(O/N=C\c1ccc(N2CCCCC2)c([N+](=O)[O-])c1)c1ccc(Cl)cc1Cl,i,-8,i,-5,i,i,i,4,i,i,i
COc1ccc(-n2c(SCc3cccnc3)nc3c(c2=O)SCC3)cc1OC,i,-7,i,x,x,i,i,-1,i,i,i

# Grouped by structure, the compounds so far with an aryl methoxy group
SMILES,KCNQ1 act,hERG protect,RGS4 pot,HDAC3 inh,TMEM16A inh,KCNK3 block,KCNK9 inh,SKKanGAS inh,ANO1 activ,RGS4 block,KCNQ1 block
COc1ccc(S(=O)(=O)Nc2c(C)cccc2C)cc1-n1cnnn1,i,-2,i,0,i,i,i,1,i,i,i
CCOc1ccc(CCNC(=O)COC(=O)c2c(OC)cccc2OC)cc1OCC,i,-17,i,-1,i,i,i,9,i,i,i
COc1ccc(-n2c(SCc3cccnc3)nc3c(c2=O)SCC3)cc1OC,i,-7,i,x,x,i,i,-1,i,i,i

# Returning to the listing, repeating the five entries before the break.
SMILES,KCNQ1 act,hERG protect,RGS4 pot,HDAC3 inh,TMEM16A inh,KCNK3 block,KCNK9 inh,SKKanGAS inh,ANO1 activ,RGS4 block,KCNQ1 block
NC(=O)C1c2ccccc2Oc2ccccc21,i,-7,i,-5,i,i,i,-12,i,i,i
O=C(CN1CCN(c2ccccc2)CC1)Nc1nnc(-c2ccccc2)s1,i,-4,i,-1,i,i,i,4,i,i,i
CC(C)CCn1c(Sc2nc3ccccc3o2)nc2c1c(=O)[nH]c(=O)n2C,i,-8,i,4,i,i,i,4,i,i,i
O=C(O/N=C\c1ccc(N2CCCCC2)c([N+](=O)[O-])c1)c1ccc(Cl)cc1Cl,i,-8,i,-5,i,i,i,4,i,i,i
COc1ccc(-n2c(SCc3cccnc3)nc3c(c2=O)SCC3)cc1OC,i,-7,i,x,x,i,i,-1,i,i,i
CCCCn1nc(C(=O)NNC(=O)c2ccncc2)c2ccccc2c1=O,i,-5,i,1,i,i,i,-5,i,i,i
CN(C(=O)c1cc2ccccc2cc1O)C1CCCCC1,i,-5,i,-4,i,i,i,0,i,i,i
CCOC(=O)CNC(=O)CCCCCC(=O)NCC(=O)OCC,i,-5,i,3,i,i,i,1,i,i,i
O=C(Cc1cn(Cc2cccc(Cl)c2)c2ccccc12)N1CCCCCC1,i,-11,-7.2*,3,25*,i,-11*,14,i,i,i
CCCSc1nc2c(c(=O)n1CC)SC(C)C2 (stereo not drawn),i,-10,i,0,i,i,i,-6,i,i,i
CC(C)C(OC(=O)c1cccs1)C(=O)NCc1ccco1 (stereo not drawn),i,-16,i,6,i,i,i,-5,i,i,i
COc1ccc(C(=O)N2CCC(C(=O)O)CC2)cc1,i,-10,i,1,i,i,i,3,i,i,i
CSCCC(NC(=O)c1ccc(Cl)cc1)C(=O)NC(C)(C)C (stereo not drawn),i,-5,i,-6,i,i,i,12,i,i,i
CCN(CC)C(=O)COc1ccc(-c2nnc(N3CCCCC3)c3ccccc23)cc1,i,-11,i,2,i,i,i,-11,i,i,i
C=CCN(CC=C)S(=O)(=O)c1ccc(NC(=S)NC(=O)c2ccco2)cc1,i,-2,i,2,i,i,i,-6,i,i,i

# Entries of single compounds, quoted from the list.
# CCOC(=O)CNC(=O)CCCCCC(=O)NCC(=O)OCC as listed: KCNQ1 act: i; hERG protect: -5; RGS4 pot: i; HDAC3 inh: 3; TMEM16A inh: i; KCNK3 block: i; KCNK9 inh: i; SKKanGAS inh: 1; ANO1 activ: i; RGS4 block: i; KCNQ1 block: i
# CCCSc1nc2c(c(=O)n1CC)SC(C)C2 (stereo not drawn) as listed: KCNQ1 act: i; hERG protect: -10; RGS4 pot: i; HDAC3 inh: 0; TMEM16A inh: i; KCNK3 block: i; KCNK9 inh: i; SKKanGAS inh: -6; ANO1 activ: i; RGS4 block: i; KCNQ1 block: i

# Next compounds:
SMILES,KCNQ1 act,hERG protect,RGS4 pot,HDAC3 inh,TMEM16A inh,KCNK3 block,KCNK9 inh,SKKanGAS inh,ANO1 activ,RGS4 block,KCNQ1 block
N#Cc1c(N)nc(SCc2ccccn2)c(C#N)c1-c1cccs1,i,-6,i,-2,i,i,i,1,i,4.7*,i
Cc1cccc(OCC(=O)NCC(=O)N/N=C/c2cccs2)c1,i,-4,i,2,i,i,i,-3,i,i,i
O=C1c2cccc3c(N4CCCCC4)ccc(c23)C(=O)N1c1ccccc1O,i,-37,i,9,i,i,i,0,i,i,i
CSc1nc2ccccc2n1Cc1cccc(F)c1,i,-5,i,3,i,i,i,4,i,i,i
CCOC(=O)c1cccc(NC(=O)CSc2nnc(-c3ccoc3C)n2CC)c1,i,-12,i,9,i,i,i,-3,i,i,i
CCCN1CCN(CCCNC(=O)c2cc3c(=O)[nH]c4ccccc4c3s2)CC1,i,-7,i,-26,i,i,i,-7,i,i,i
CCC1CCCCN1CCCNC(=O)CC1Oc2ccc(C)cc2NC1=O (stereo not drawn),i,-6,i,5,i,i,i,-9,i,i,i
COC(=O)Cn1c(CCC(=O)O)ccc1-c1ccccc1,i,-8,i,-5,i,i,i,2,i,i,i
Cc1cccc(NC(=O)C2CCN(S(=O)(=O)c3ccc4ccccc4c3)CC2)n1,i,-14,i,13,i,i,i,-9,i,i,i
COc1ccc(C(=O)N2CCN=C2SC)cc1,i,-15,i,2,i,i,i,1,i,i,i
Cc1cccc(NC2SC(=O)N(c3ccccc3)C2=O)c1 (stereo not drawn),i,1,i,4,i,i,i,1,i,i,i
COc1cc(C(=O)NNC(=O)c2ccoc2C)cc(OC)c1OC,i,-7,i,1,i,i,i,-9,i,i,i
c1cc(CNCC2CCCO2)ccn1 (stereo not drawn),i,-4,i,1,i,i,i,-2,i,i,i
COc1c2ccoc2c(OC[C@@H](O)C(C)(C)O)c2oc(=O)ccc12,i,-11,i,-4,i,i,i,0,i,i,i
CC(=O)Nc1nc2nc(-c3ccccc3)cc(-c3ccccc3)n2n1,i,-6,i,-28,i,i,i,-5,i,i,i
CCNc1nc(N2CCCCC2)nc(-n2nnc(C(=O)OCC)c2C)n1,i,-9,i,7,i,i,i,-6,i,i,i
Cc1nn(CC(=O)N2CCCC2)c(=O)c2nn(-c3ccccc3)c(C)c12,i,-3,i,-6,i,i,i,0,i,i,i
Cc1ccc(C(=O)/C=C/C(=O)O)cc1,i,-11,i,3,i,i,i,-5,i,16*,i
N=c1c2c(-c3ccccc3)c(-c3ccccc3)n(Cc3ccccc3)c2ncn1CCO,i,-32,i,-4,i,i,i,-6,i,i,i
OCCC1CN(Cc2cc3c(cc2Cl)OCO3)CCN1Cc1ccccc1 (stereo not drawn),i,-8,i,2,i,i,i,-4,i,i,i
Cc1c(C(=O)Nc2ccc(-c3nnc4n3CCCCC4)cc2)oc2ccc(Br)cc12,i,-16,i,2,i,i,i,10,i,i,i
O=C(COC(=O)c1cc(Br)ccc1O)Nc1cc(S(=O)(=O)N2CCCC2)ccc1Cl,i,-21,i,x,x,-9.5*,-6.6*,-4,i,i,i
COc1ccc(N2CCN(C(=O)COc3ccc(S(=O)(=O)N4CCOCC4)cc3C)CC2)cc1,i,-6,i,-8,i,i,i,-7,i,i,i
O=C(Nc1ncccn1)c1ccc([N+](=O)[O-])cc1[N+](=O)[O-],i,-4,i,-4,i,i,i,2,i,i,i
CN(C)S(=O)(=O)c1ccc(C(=O)Nc2cccc(S(=O)(=O)NC3=NCCC3)c2)cc1,i,-7,i,x,i,i,i,0,i,i,i
Cc1nc(-c2ccc([N+](=O)[O-])cc2)nc2[nH]ccc(=O)c12,i,-9,i,-7,i,i,i,6,i,i,i
COCCNC(=O)C1=NOC(Cn2cc(C#N)c(=O)n(C)c2=O)C1 (stereo not drawn),i,-11,i,-5,i,i,i,3,i,i,i
O=C(CN1c2ccccc2Sc2ccccc21)NNC(=O)Nc1ccc(Cl)c(Cl)c1,i,-3,i,3,i,i,i,57*,i,i,i
CCOC(=O)c1sc2c(c1C)c(=O)n(CCO)c(=O)n2Cc1ccccc1,i,-3,i,-1,i,i,i,9,i,i,i
COC(=O)CN1C(=O)Nc2ccc(C)cc2C1c1ccccc1 (stereo not drawn),i,-14,i,-4,i,i,i,-9,i,i,i
O=C(CCCC(=O)OCC(Cl)=C(Cl)Cl)Nc1ccccc1F,i,-9,i,-5,i,i,i,-17,i,i,i
